Screening results deposited in PubChem by National Center for Advancing Translational Sciences (NCATS).
Epigenetic reg: derepresses silenced GFP reporter in murine cells | Potency, µM (titrated, usually from 53.9 µM), for the others: at the top dose GFP activation, usual class: activators | murine LDR cells, GFP reporter derepression, 30 h | hit rate 0.2% among 280,000; active means well fitted activation curve with a large enough effect; inconclusive means small, poorly fitted or top-dose-only effect; further: % of control where 0% means no effect; nearly all actives have a fitted effect of over 60% in size
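In this reporter-derepression format, murine cells bearing a silenced integrated CMV-GFP locus incubate with test compound (30 h, 37 C), then are washed and imaged; fluorescent objects of 20–120 um count as induced cells.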
Numbers without * were called inactive; u = inconclusive. Potency means the concentration at half of the fitted maximal effect. An excerpt; rates above refer to the full screens.

Epigenetic reg	SMILES
-0.8%	Cc1ccc(C(=O)Nc2ccccc2C(=O)O)cc1S(=O)(=O)N1CCCCCC1
-1.1%	CCOc1ccccc1Nc1nc(-c2cccc(Cl)c2)c2c(n1)-c1ccccc1OC2
-3.3%	COc1ccc(C(=O)c2cn(CC(=O)Nc3ccc4c(c3)OCO4)c3ccc(OC)cc3c2=O)cc1
11.2µM*	Cc1cc(Nc2ccc(C)c(Cl)c2)n2nc(-c3ccccc3)nc2n1
2.6%	Cc1ccc(Cl)cc1N1CCN(CCCNc2ncnc3onc(-c4ccc(Cl)cc4)c23)CC1
u	COc1ccc(C2CC(=O)c3cc(-c4nc(-c5ccc(Cl)cc5)c(C)s4)c(=O)[nH]c3C2)cc1 (stereo not given)
-0.1%	Cc1ccc(-c2c(C(=O)N3CCN(c4ccc(F)cc4)CC3)oc(=O)c3ccccc23)cc1
1.3%	CSc1cccc(NC(=O)CN2CCN(Cc3ccccc3C)S2(=O)=O)c1
-1.6%	COC(=O)c1ccc(NC(=O)CN(CCc2ccccc2)S(=O)(=O)c2ccc(OC)cc2)cc1
2.8%	COc1cccc(-c2nc(SCC(=O)NC3CCCC3)c(-c3ccc(C)cc3)[nH]2)c1
-4.3%	O=C(Cn1ncc2c3ccccc3n(Cc3cccc(Cl)c3)c2c1=O)NCCCc1ccccc1
0.8%	CCc1nn(CC(=O)NC(C)CCc2ccccc2)c(=O)c2cc3cc(F)ccc3n12 (stereo not given)
-0.6%	Cc1ccc(N2CC(c3nnc(Cc4ccc(F)cc4Cl)o3)CC2=O)cc1 (stereo not given)
-0.8%	Cc1ccc(NC(=O)c2c(NC(=O)Cc3ccccc3)sc3c2CCCC3)cc1
-0.5%	CCOc1ccccc1CNC(=O)CCn1ccc2cc(S(=O)(=O)N3CCCCC3)ccc21
1.1%	CCOc1ccc(NC(=O)CSc2nc3c(oc4ccccc43)c(=O)n2-c2cc(C)cc(C)c2)cc1
-1.8%	O=C(CCNS(=O)(=O)c1cccc2nsnc12)NCc1ccccc1
1.1%	N#C/C(=C\c1ccc(-c2ccc(Cl)c(C(=O)O)c2)o1)c1nc2ccccc2[nH]1
2.5%	CC1=C(C(=O)OC2CCCC2)C(c2ccccc2Cl)CC(=O)N1 (stereo not given)
2.7%	O=c1c2oc3ccccc3c2n(Cc2cccc(F)c2)c(=O)n1Cc1ccc2c(c1)OCO2
-1.8%	COc1ccc(CCNC(=O)CCn2c(=O)c3ccccc3n(CC(=O)Nc3ccccc3F)c2=O)cc1OC
-0.8%	Cc1cc(Nc2ccccc2C)c2cccc(C)c2n1
-4.0%	CCc1ccccc1N(CC)C(=O)C(=O)Nc1ccc2nc3n(c(=O)c2c1)CCCCC3
2.4%	COc1ccc(-c2cn3c(n2)sc2cc(C(=O)Nc4ccc(F)cc4Cl)ccc23)cc1
-3.0%	O=C(CCn1c(=O)c2cccn2c2cccnc21)NCc1ccc(F)cc1

5 entries picked at random from the list so far:
Epigenetic reg	SMILES
2.6%	Cc1ccc(Cl)cc1N1CCN(CCCNc2ncnc3onc(-c4ccc(Cl)cc4)c23)CC1
2.5%	CC1=C(C(=O)OC2CCCC2)C(c2ccccc2Cl)CC(=O)N1 (stereo not given)
-4.0%	CCc1ccccc1N(CC)C(=O)C(=O)Nc1ccc2nc3n(c(=O)c2c1)CCCCC3
11.2µM*	Cc1cc(Nc2ccc(C)c(Cl)c2)n2nc(-c3ccccc3)nc2n1
u	COc1ccc(C2CC(=O)c3cc(-c4nc(-c5ccc(Cl)cc5)c(C)s4)c(=O)[nH]c3C2)cc1 (stereo not given)

The listing picks up with the 5 entries that preceded the break.
Epigenetic reg	SMILES
-1.8%	COc1ccc(CCNC(=O)CCn2c(=O)c3ccccc3n(CC(=O)Nc3ccccc3F)c2=O)cc1OC
-0.8%	Cc1cc(Nc2ccccc2C)c2cccc(C)c2n1
-4.0%	CCc1ccccc1N(CC)C(=O)C(=O)Nc1ccc2nc3n(c(=O)c2c1)CCCCC3
2.4%	COc1ccc(-c2cn3c(n2)sc2cc(C(=O)Nc4ccc(F)cc4Cl)ccc23)cc1
-3.0%	O=C(CCn1c(=O)c2cccn2c2cccnc21)NCc1ccc(F)cc1
-1.2%	COc1cccc(NC(=O)C2CCCN(S(=O)(=O)c3c(C)nn(C)c3C)C2)c1 (stereo not given)
4.3%	Cn1c(=O)c2c(nc(SCC(=O)Nc3ccc(F)cc3F)n2Cc2ccccc2)n(C)c1=O
-0.3%	COc1ccccc1N1CCN(c2ncnc3onc(-c4cccc(Cl)c4)c23)CC1
-1.6%	COc1ccc2c(c1)c1c(c(=O)n(-c3cccc(C)c3)c(=O)n1CC(=O)N1CCCC1)n2C
0.3%	COc1ccccc1NC(=O)c1nc(SCc2ccc(F)cc2)ncc1Cl
0.0%	Cc1ccc(NC(=O)CSc2nnc(-c3nnn(-c4ccc(F)cc4)c3C)o2)cc1Br
-1.1%	CCNc1cc(N2CCN(C3CCCCC3)CC2)c2noc3c2c1C(=O)c1ccccc1-3
-0.4%	COc1cc(NC(=O)c2nc3ccccc3nc2N2CCCCC2)cc(OC)c1OC
-0.5%	CCCCN(Cc1ccccc1)C(=O)c1oc(=O)c2ccccc2c1-c1ccc(C)cc1
0.5%	Cc1ccc(NC(=O)C2CCN(c3ncccn3)CC2)cc1F
-0.7%	CCN(Cc1ccccc1)Cc1c(O)ccc2c(=O)c(-c3ccc(Cl)cc3)coc12
2.1%	CCOc1cccc(C2c3[nH]c4ccccc4c3CCN2C(=O)Cc2cccc(OCC)c2OCC)c1 (stereo not given)
-0.7%	COc1ccc(-c2cc(C(=O)N3CCN(c4ccccc4)CC3)no2)cc1
-0.8%	CCOC(=O)c1cnc2c(ccc3ccccc32)c1Nc1cccc(C(F)(F)F)c1
0.0%	Cc1ccc(S(=O)(=O)c2cnc(SC(C)C(=O)Nc3ccccc3)[nH]c2=O)cc1 (stereo not given)
-3.1%	CCCOc1ccc(C2c3c(-c4ccccc4O)n[nH]c3C(=O)N2CCCOCC)cc1OCC (stereo not given)
2.4%	O=C(NCCc1ccccc1)c1cc(S(=O)(=O)N2CCCCC2)c[nH]1
-4.1%	Cc1ccc(CN2CCN(CC(=O)Nc3ccc(C)c(C)c3)S2(=O)=O)cc1
1.9%	COc1cc(C)cc2oc(=O)c(CC(=O)NCc3cccc(Cl)c3)c(C)c12
2.2%	CCC(C(=O)NCc1ccccc1OC)n1nc(C)n2c(cc3sccc32)c1=O (stereo not given)
12.0%	CCCCOc1ccccc1C(=O)Nc1nonc1-c1ccccc1
0.0%	Cc1ccc(CCNC(=O)c2ccc3c(Cl)c4c(nc3c2)CCCC4)cc1
0.7%	Clc1cccc(-c2nnc(CN3CCN(c4ccccn4)CC3)o2)c1
-0.9%	Cc1nn(Cc2ccccc2)c(C)c1NC(=O)c1cc(C(C)C)on1
-2.5%	COc1cccc(CNC(=O)CN2C(=O)COc3ccc(S(=O)(=O)N4CCOCC4)cc32)c1

5 compounds out of the list above, sorted by the value under Epigenetic reg, descending.
mol	Epigenetic reg
Clc1cccc(-c2nnc(CN3CCN(c4ccccn4)CC3)o2)c1	0.7%
Cc1ccc(NC(=O)C2CCN(c3ncccn3)CC2)cc1F	0.5%
COc1cc(NC(=O)c2nc3ccccc3nc2N2CCCCC2)cc(OC)c1OC	-0.4%
CCOC(=O)c1cnc2c(ccc3ccccc32)c1Nc1cccc(C(F)(F)F)c1	-0.8%
Cc1nn(Cc2ccccc2)c(C)c1NC(=O)c1cc(C(C)C)on1	-0.9%

Looked up above:
In Epigenetic reg, `COc1ccccc1N1CCN(c2ncnc3onc(-c4cccc(Cl)c4)c23)CC1` has -0.3%
In Epigenetic reg, `CCOC(=O)c1cnc2c(ccc3ccccc32)c1Nc1cccc(C(F)(F)F)c1` has -0.8%

Additional records:
Epigenetic reg	SMILES
0.0%	Cc1ccc2ncc(S(=O)(=O)c3ccccc3)c(N3CCCCC3C)c2c1 (stereo not given)
1.7%	COc1cc(OC)c(N(C)C(=O)Cn2ncc3c(=O)oc4ccccc4c32)cc1Cl
-1.9%	Cc1cccc(OCC(=O)N(Cc2ccc(C(C)C)cc2)Cc2ccco2)c1C
4.1%	CCc1nnc(SCc2nc(-c3cccc(C)c3)oc2C)c2cc3sc(C)cc3n12
-0.5%	COc1ccc(-c2noc(-c3ccc(N4CCOCC4)c([N+](=O)[O-])c3)n2)cc1OC
-9.4%	Cc1ccc(NC(=O)CN2C(=O)C(c3ccc(F)cc3)=NC23CCCCCC3)c(C)c1
-3.4%	CCc1c(C)c2ccc(O)c(CN3CCN(c4ccc(F)cc4)CC3)c2oc1=O
-1.0%	CC1CCN(Cc2c(O)ccc3c(=O)c(-c4cccc(Cl)c4)c(C(F)(F)F)oc23)CC1
-0.9%	CCn1cc2nc(SCc3cccc(OC)c3)n(Cc3ccc(Cl)cc3)c(=O)c2n1
0.0%	CCOc1cc(C2NC(=O)c3c(sc4c3CCN(C)C4)N2)ccc1OC(=O)c1ccc(F)cc1 (stereo not given)
2.4%	CCn1c(=O)c2sccc2n2c(CCCC(=O)N3CCN(c4ccc(OC)cc4)CC3)nnc12
0.3%	Cc1ccccc1Nc1nnc(-c2ccc(C)c(S(=O)(=O)N3CCN(C)CC3)c2)c2ccccc12
7.8%	COc1cccc(-c2nn(C)c3sc(C(=O)NCc4cc(OC)ccc4OC)cc23)c1
-1.6%	O=C(Nc1ccccc1)c1cccc(N2CCCS2(=O)=O)c1
-1.5%	CC(C)Oc1cccc(NC(=O)C2CCN(S(=O)(=O)Cc3ccccc3)CC2)c1
-1.3%	COc1ccc(C2=NC(C)(C)N(CC(=O)Nc3cccc(C)c3)C2=O)cc1
-0.8%	Cc1cccc(NC(c2cccc(Cl)c2)c2ccc3cccnc3c2O)n1 (stereo not given)
-0.4%	Cc1cccc(C)c1OC(=O)CSc1nnc(-c2ccc3c(c2)OCO3)o1
-4.8%	CN(C)CCNC(=O)c1ccc2c(=O)n3c(nc2c1)CCCCC3
-2.6%	COc1ccc2nc(NC(=O)c3nc(SC(C)C)ncc3Cl)sc2c1
-1.8%	CCc1ccc2oc(C(=O)Nc3nonc3CC)c(C)c2c1
0.0%	CCCCn1c(=O)n(-c2cc(OC)ccc2OC)c(=O)c2c3c(sc21)CN(C(C)=O)CC3
-3.5%	CN(Cc1nc(-c2ccc(Cl)cc2)no1)S(=O)(=O)c1ccccc1
0.6%	COc1ccc(N(CC(=O)N2CCN(c3cccc(Cl)c3)CC2)S(=O)(=O)c2c(C)noc2C)cc1
10.6%	Cc1ccccc1NC(=O)Cn1c(=O)n(Cc2ccc3c(c2)OCO3)c(=O)c2ccccc21
1.6%	CCOc1ccc(NC(=O)C2CCC(CNS(=O)(=O)c3ccc(Br)s3)CC2)cc1 (stereo not given)
1.1%	COc1ccc(N(C(=O)c2ccc(OC)c(OC)c2)S(=O)(=O)c2ccc(Cl)cc2)cc1
-1.6%	O=C(Nc1ccc2oc(-c3cccc4c(Br)cccc34)nc2c1)c1ccc(Br)cc1
-1.1%	CCCCCNC(=O)c1ccc2c(=O)n(CCc3ccccc3)c(=O)[nH]c2c1
-1.1%	Cc1cc(C)cc(NC(=O)CN(C)S(=O)(=O)c2ccc3c(c2)CCC(=O)N3)c1
-1.1%	COc1ccc(-c2nc3ccccc3o2)cc1NC(=O)c1cc([N+](=O)[O-])ccc1N1CCOCC1
-1.9%	O=C(Nc1nc2ccc(Cl)cc2s1)c1cc(=O)c2ccccc2o1
-1.6%	Cc1ccccc1CNC(=O)CCc1cn(Cc2ccccc2C)c2ccccc12
0.0%	CCCCN1C(=O)c2[nH]nc(-c3ccccc3O)c2C1c1ccc(OCc2ccccc2)c(OC)c1 (stereo not given)
-2.6%	CCc1ccc(C2c3c(-c4ccccc4O)n[nH]c3C(=O)N2Cc2cccnc2)cc1 (stereo not given)
-0.8%	Cc1ccc(-c2nc3c(cnn3-c3ccccc3)c(=O)n2-c2ccc(Cl)cc2)cc1
u	COc1cc2nc(SCC(=O)Nc3ccccc3C)n3nc(CCn4c(C)nc5ccccc54)nc3c2cc1OC
-1.0%	CC(C)(C)C1CCc2c(sc(NC(=O)C3c4ccccc4Oc4ccccc43)c2C(N)=O)C1 (stereo not given)
-1.0%	COc1ccc(CCNC(=O)CN(c2ccccc2)S(=O)(=O)N(C)C)cc1OC
0.6%	CCc1nc2nc(C)cc(Nc3ccc(OC)cc3OC)n2n1
-0.7%	Cc1ccn2c(Nc3ccccc3C)c(-c3ccccc3)nc2c1
-0.9%	Brc1ccc(-c2nnc3sc(CN4CCCCC4)cn23)cc1
2.6%	CCCN1CCN(CCCNC(=O)c2cnn(-c3ccc(C)cc3)c2-n2cccc2)CC1
4.1%	Cc1ccc(CNC(=O)CSc2nnc(C)c3c(C)n(-c4ccccc4)nc23)cc1
1.1%	CNc1ccc(-c2nc(-c3ccccc3C)no2)cc1[N+](=O)[O-]
0.0%	CCOc1ccccc1NC(=O)C(CC(C)C)NS(=O)(=O)c1ccc2c(c1)oc(=O)n2C (stereo not given)
-1.2%	CCN(CCCNC(=O)c1nn(-c2ccc(OC)c(Cl)c2)c(=O)c2c1c1ccccc1n2C)c1cccc(C)c1
0.6%	CSc1cccc(NC(=O)c2cccc(N3CCCS3(=O)=O)c2)c1
-0.9%	COc1cc(C2CC(=O)Nc3c2c(C)nn3-c2nncc(-c3ccc(C)cc3)n2)cc(OC)c1OC (stereo not given)
0.3%	CC(C)c1ccc(C2=NC(c3ccncc3)=Nc3ccc(F)cc3N2)cc1

(further entries)
Epigenetic reg	SMILES
5.0%	Cc1cccc(CCn2c(=O)c3ccccc3n(CC(=O)Nc3ccccc3F)c2=O)c1
1.4%	O=C(Cn1c(=O)oc2ccccc21)NCc1cccc(Cl)c1
u	Cc1ccc(NC(=O)CSc2ncc3c(n2)-c2ccccc2N(Cc2cccc(F)c2)S3(=O)=O)cc1F
1.6%	COc1ccccc1NC(=O)C1=C(C)Nc2nc(SCc3ccccc3)nn2C1c1cccnc1 (stereo not given)
3.3%	COc1cccc(NC(=O)c2cc3c(=O)n(C)c4ccccc4c3n2C)c1
3.8%	Cc1ccc(N2CC(C(=O)Nc3ccc(N(C)C)cc3)CC2=O)cc1Cl (stereo not given)
0.2%	CCCCCn1c(=O)[nH]c2cc(C(=O)NCc3ccc(F)cc3)ccc2c1=O
-2.9%	CCCCCn1c(-c2ccc(OC)c(OC)c2)nc2ccccc21
